CatL block: inhibitors of human cathepsin L; 0.17% of 58,000 active; AID 460; P07711; inhibition, %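 (tested at 10 µM)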; purified cathepsin L, fluorogenic substrate, fluorescence; in the data active means inhibition above about 45%;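 further: 0% = enzyme with no compound and 100% = no enzyme blank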
CatG inh: blocks human cathepsin G enzyme activity | 0.2% of 62,000 active | P08311 | purified enzyme, AMC-tetrapeptide fluorescence, pooled mixtures | inhibition, % at 5 µM (by protocol);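 active means inhibition above 20% in each of the two mixture wells holding the compound; inactive means inhibition of 20% or less in either well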;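 further: 0% = enzyme control without mixture and 100% = blank lacking enzyme; strong numbers were not always called active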
FXIIa inh mix: blocks human factor XIIa in pooled compound mixtures; inhibition, % at 5 µM; 0.2% of 62,000 active; P00748; purified FXIIa, fluorogenic substrate;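 further: 0% = enzyme without compound and 100% = no enzyme blank; some results filed as inactive read as strong as hits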
Target sequence (P00748 20-372 limits assumed): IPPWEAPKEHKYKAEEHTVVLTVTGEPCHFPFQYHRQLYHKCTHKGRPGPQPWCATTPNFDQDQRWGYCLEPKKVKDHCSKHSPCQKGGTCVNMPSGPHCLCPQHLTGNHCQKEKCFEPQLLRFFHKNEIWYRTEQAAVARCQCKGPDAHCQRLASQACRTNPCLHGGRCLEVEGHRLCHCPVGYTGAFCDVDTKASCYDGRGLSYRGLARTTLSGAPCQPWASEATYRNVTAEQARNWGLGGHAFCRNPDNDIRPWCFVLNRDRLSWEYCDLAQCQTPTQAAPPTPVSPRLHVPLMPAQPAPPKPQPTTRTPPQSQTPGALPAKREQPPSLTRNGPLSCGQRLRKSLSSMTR
Target sequence (P00748 373-615 limits assumed): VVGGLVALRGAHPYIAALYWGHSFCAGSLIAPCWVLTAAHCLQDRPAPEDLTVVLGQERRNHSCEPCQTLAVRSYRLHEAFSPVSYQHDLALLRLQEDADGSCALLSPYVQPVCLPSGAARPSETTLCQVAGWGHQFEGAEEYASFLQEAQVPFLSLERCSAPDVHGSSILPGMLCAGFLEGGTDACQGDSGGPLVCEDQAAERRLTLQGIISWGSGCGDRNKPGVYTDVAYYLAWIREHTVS
PKA kinase inh: PKA (human) kinase inhibition; P17612; PKA Kemptide phosphorylation, Kinase-Glo ATP luminescence; inhibition, % at 6 µM; 0.1% of 65,000 active; AID 524;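 active means inhibition above the screen-wide mean inhibition plus 3 SD, cut at about 21% in these data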; further: many of its hits are not listed in these tables
ROCK2 inh: inhibitors of human Rho kinase 2; purified ROCK2, Kinase-Glo ATP depletion luminescence; O75116; inhibition, % at 6 µM; 0.35% of 60,000 active;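 active means inhibition above the screen-wide mean inhibition plus 3 SD, cut at about 18% in these data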;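 further: plate controls were DMSO wells for no effect and Y-27632 control wells after no-enzyme background subtraction for full effect; many of its hits are not listed in these tables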
CatS block: blocks human cathepsin S protease activity; 0.06% of 62,000 active; P25774; recombinant cathepsin S, AMC dipeptide fluorescence, pooled mixtures; inhibition, %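 (tested at 5 µM per compound within 10-compound mixtures)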; AID 501; in the data active means inhibition above about 32%, passing the limit was not always enough;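 further: 0% = enzyme without compound and 100% = blank without enzyme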
FXIa mix inh: factor XIa (human) inhibition, mixture screen | P03951 | purified FXIa, fluorogenic substrate, pooled mixtures | inhibition, % at 5 µM | 0.19% of 62,000 active | AID 680;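 further: each value is inhibition by a whole ten-compound pool holding the compound; 0% = enzyme with no mixture and 100% = wells lacking enzyme; strong numbers were not always called active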
C1s inh: human complement C1s inhibition; purified C1s, fluorogenic AMC substrate, pooled mixtures; 0.16% of 62,000 active; mean inhibition % of two 10-compound mixtures (stronger effect = higher value), % at 5 µM (by protocol); P09871;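 active means inhibition above 20% in each of the two 10-compound mixture wells holding the compound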;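 further: 0% = enzyme wells lacking compound mixture and 100% = no-enzyme blank wells; some compounds called inactive have numbers as strong as hits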
JNK3 inh: blocks human JNK3 kinase activity; 0.61% of 60,000 active; purified JNK3 kinase activity, HTS; P53779; inhibition, % at 8 µM; in the data active means inhibition above about 17%;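 further: 0% = DMSO and 100% = reference inhibitor; many of its hits are not listed in these tables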
Target sequence (P53779 whole entry, looked up): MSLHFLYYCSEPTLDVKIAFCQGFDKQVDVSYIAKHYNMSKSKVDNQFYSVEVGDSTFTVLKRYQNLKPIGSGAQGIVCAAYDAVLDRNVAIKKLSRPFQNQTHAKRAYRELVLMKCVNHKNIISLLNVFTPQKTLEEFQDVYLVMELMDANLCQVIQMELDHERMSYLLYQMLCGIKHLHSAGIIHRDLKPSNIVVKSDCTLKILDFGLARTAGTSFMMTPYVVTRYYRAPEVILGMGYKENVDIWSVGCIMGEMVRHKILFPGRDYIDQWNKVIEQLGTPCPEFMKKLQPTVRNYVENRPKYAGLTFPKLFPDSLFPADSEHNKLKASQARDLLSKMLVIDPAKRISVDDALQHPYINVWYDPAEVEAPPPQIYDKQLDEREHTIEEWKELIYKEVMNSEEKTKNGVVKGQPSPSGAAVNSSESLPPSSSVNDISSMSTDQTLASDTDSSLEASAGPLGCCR
The depositor's hits bear a star; x = no result given. Unless noted, no stated cut-off is given here; in the data, active means inhibition above about 20% (passing the limit was not always enough); inactive means the rest.

Sample of the layout:
SMILES	CatL block	CatG inh	FXIIa inh mix	PKA kinase inh	ROCK2 inh	CatS block	FXIa mix inh	C1s inh	JNK3 inh
COC(=O)c1cc2ccsc2n1Cc1nc(-c2ccc(OC)cc2)oc1C	0	-4	-13	0	2	-6	15	4	0
CC(C)Oc1ccc(N2CC(C(=O)Nc3ccccc3F)CC2=O)cc1 (centres undefined)	11	5	2	7	-1	-4	4	12	0

This part in full (from the top)
SMILES	CatL block	CatG inh	FXIIa inh mix	PKA kinase inh	ROCK2 inh	CatS block	FXIa mix inh	C1s inh	JNK3 inh
COC(=O)c1cc2ccsc2n1Cc1nc(-c2ccc(OC)cc2)oc1C	0	-4	-13	0	2	-6	15	4	0
CC(C)Oc1ccc(N2CC(C(=O)Nc3ccccc3F)CC2=O)cc1 (centres undefined)	11	5	2	7	-1	-4	4	12	0
CCC(=O)NCCc1cc2ccc(C)c(C)c2[nH]c1=O	-6	10	7	-3	0	-2	5	15	-10
COc1ccccc1NS(=O)(=O)c1cc(Cl)ccc1OC	21	2	-2	-4	0	11	7	3	-4
CC(=O)c1ccc(OCC(O)CN2C(C)CCCC2C)cc1 (centres undefined)	24	10	2	7	3	1	24	16	0
C=CCN(C(=O)CCC(=O)O)C1CC(=O)N(c2ccc(OCCC)cc2)C1=O (centres undefined)	5	x	x	7	0	x	x	x	-4
COc1ccc(C)cc1Nc1cc(C)nc2nc(C)nn12	x	13	4	4	5	0	-1	4	-6
COc1ccc(CC(=O)Nc2ccc(-c3nnc(-c4ccc(C)cc4)o3)cc2)cc1	-23	38	1	7	1	-2	2	19	-5
COc1ccc(S(=O)(=O)Nc2nnc(C(C)(C)C)s2)cc1	x	4	4	9	3	1	1	2	7
CCn1cc(CNC(=O)C2C3CCC(C3)C2C(=O)O)cn1 (centres undefined)	7	3	5	-1	0	25	-10	11	-8
O=C(Nc1cc(C(F)(F)F)ccc1N1CCOCC1)C1Cc2ccccc2CN1C(=O)c1ccco1 (centres undefined)	7	-5	5	-3	-13	-6	6	-3	2
Cc1nnc(SCC(=O)Nc2nsc(-c3ccccc3)n2)s1	7	10	4	10	8	-1	5	10	5
CCn1cnc2c1c(=O)n(Cc1nnc3n1-c1ccccc1SC3)c(=O)n2Cc1ccccc1	5	0	-18	0	0	2	-1	0	7
Cc1ccc(NC(=O)CS(=O)(=O)c2c[nH]c3ccccc23)c(C)c1	-5	11	-14	7	x	4	1	14	x
Cc1ccc(-c2nc3ccccc3c(=O)n2CCCN2CCOCC2)cc1	-9	17	10	0	4	1	27	14	5
Cc1ccc(NC(=O)CC2SC3=NCCCN3C2=O)c(C)c1 (centres undefined)	-7	0	6	3	0	3	8	2	-1
COC(=O)CCN(C(=O)c1ccc2c(c1)OCO2)c1ccccn1	2	0	1	13	6	15	-1	-7	-5
Cc1ccc2cc(CN(Cc3ccc4c(c3)OCO4)Cc3nnnn3Cc3ccco3)c(=O)[nH]c2c1	-5	13	2	-3	-4	3	16	18	4
Cc1ccc2nc3c(cc(C(N)=S)c(=N)n3CCCOC(C)C)c(=O)n2c1	-29	6	4	7	3	7	4	-14	-3
c1ccc(COc2nsnc2N2CCOCC2)cc1	x	1	-22	2	-3	14	12	0	-10
CC1(C)NC(=O)N(CC(O)CN2CCCC2)C1=O (centres undefined)	4	-12	7	-5	-10	2	2	-5	-6
COc1ccc2oc(=O)c(C(=O)N3CCN(c4ccccc4)CC3)cc2c1	20	-4	2	7	-1	4	4	9	5
CCOC(=O)c1ccc(NCc2ccc(N(C)C)cc2)cc1	16	0	0	6	5	-7	-11	4	-10
O=C(CN1CCC(n2nnc3cc(C(F)(F)F)ccc32)CC1)Nc1ccc2c(c1)OCCO2	1	0	-2	4	4	-13	5	-19	3
O=C(c1c[nH]c2ccc(S(=O)(=O)N3CCOCC3)cc2c1=O)N1CCN(c2ccccn2)CC1	13	-4	3	11	x	13	19	-17	x
CCN=C1SC(C(=O)NCCc2ccccc2)CC(=O)N1CC (centres undefined)	7	2	-3	-7	5	5	6	-2	0
Cc1ccccc1OCC(=O)NCCN(C)C	-6	2	10	5	7	-1	5	6	6
Cc1csc(NC(=O)CSc2nnc(-c3ccoc3C)n2Cc2ccco2)n1	11	-9	7	4	-1	7	0	-34	-2
COc1ccc(C)cc1C(=O)CCC(=O)Nc1ccccc1N1CCOCC1	-2	3	8	10	-15	2	9	2	-2
CN(C)CCCN1c2ccccc2Sc2ccc(Cl)cc21	9	5	7	0	5	-5	-4	-13	-16
Nc1cc(Br)c(N)c(Br)c1	-3	1	1	14	4	-5	4	0	-14
CCCn1c(SCC(=O)NCc2ccco2)nnc1C(C)C	-11	-4	4	11	4	-4	3	-11	-5
CCOc1cccc(C(=O)N2CCCCC2c2cccnc2)c1 (centres undefined)	5	5	0	0	1	-8	2	-16	7
Cc1cc(C)c(NC2=CC(=O)CC(C)(C)C2)c(C#N)c1	5	10	7	-6	-7	-6	4	-8	-1
COC(=O)c1ccc(C2/C(=C(/O)c3ccc(OC(C)C)cc3)C(=O)C(=O)N2c2cc(C)on2)cc1 (centres undefined)	25	-12	3	8	2	15	3	-13	3
Cc1ccc(-c2noc(C3CCN(C(=O)Nc4ccc(C#N)cc4)CC3)n2)o1	-17	7	4	11	10	-9	5	12	0

Some of these compounds in order of count of non-hydrogen atoms, lowest first:
SMILES	CatL block	CatG inh	FXIIa inh mix	PKA kinase inh	ROCK2 inh	CatS block	FXIa mix inh	C1s inh	JNK3 inh
CC(=O)c1ccc(OCC(O)CN2C(C)CCCC2C)cc1 (centres undefined)	24	10	2	7	3	1	24	16	0
Cc1csc(NC(=O)CSc2nnc(-c3ccoc3C)n2Cc2ccco2)n1	11	-9	7	4	-1	7	0	-34	-2
O=C(c1c[nH]c2ccc(S(=O)(=O)N3CCOCC3)cc2c1=O)N1CCN(c2ccccn2)CC1	13	-4	3	11	x	13	19	-17	x

Carrying on.
SMILES	CatL block	CatG inh	FXIIa inh mix	PKA kinase inh	ROCK2 inh	CatS block	FXIa mix inh	C1s inh	JNK3 inh
Cc1ccc2c(C)nc(Nc3nc(CSc4nnnn4-c4ccccc4)cc(=O)[nH]3)nc2c1	6	13	-18	3	1	-1	-1	6	-2
O=C(CCS(=O)(=O)c1cccc2nonc12)N1CCN(c2ccc(F)cc2)CC1	-4	-1	3	-2	x	-4	9	-12	x
COc1ccccc1N1CCN(C(=O)c2c(-c3c(Cl)cccc3Cl)noc2C)CC1	28	11	-19	5	3	5	2	-9	1
CN(C)c1ccc(CN(C)C2CCCCC2)cc1	1	-3	1	x	x	13	4	10	x
CC1Oc2ccccc2N(CC(=O)NCc2cccs2)C1=O (centres undefined)	7	3	11	4	4	12	13	3	-6
O=C(NC1CC2CCC(C1)N2Cc1nnnn1Cc1ccco1)NC12CC3CC(CC(C3)C1)C2 (centres undefined)	2	7	-6	5	2	-4	1	1	-2
CCN1CCN(c2ccc(NC(=O)c3cccnc3)cc2Cl)CC1	27	15	11	5	0	13	2	16	-2
COc1cc2[nH]c(=O)n(CCCCCC(=O)NCCCN3CCC(C)CC3)c(=O)c2cc1OC	-11	8	1	5	x	-2	5	9	x
O=C1c2ccccc2S(=O)(=O)N1CC1CC(c2ccccc2)=NO1 (centres undefined)	9	11	-19	9	7	-1	0	2	-2
c1cncc(CNC2CCCc3ccccc32)c1 (centres undefined)	14	15	2	-2	2	4	-2	11	-4
CC(C)(C#CCN1CCCC1)OCCC#N	-1	-13	9	8	4	9	-10	-17	-4
O=C(Cn1cc2c(n1)CCCC2)NC1CCN(Cc2ccccc2)CC1	x	8	-14	-9	-1	0	-2	-8	6
COc1cccc(S(=O)(=O)Nc2ccc(C(=O)NCc3ccco3)cc2)c1	9	-14	5	-4	-2	5	3	-22	3
N#CC(C(=O)NC1CC1)c1nc2ccccc2nc1N1CCN(C/C=C/c2ccccc2)CC1 (centres undefined)	-2	-1	16	4	-4	10	6	-28	10
COc1cc(C2C(C(=O)c3cccs3)=C(O)C(=O)N2Cc2ccco2)cc(OC)c1OC (centres undefined)	15	9	17	4	3	5	17	7	-7
COCC(=O)N(C)C1(c2nnnn2CCOC(=O)Nc2ccc(Cl)cc2)CCCC1	x	-3	5	4	0	-3	7	0	-10
CCCCC(=O)NCc1ccc2c(c1)cc(C)n2C	13	7	0	8	3	12	2	-31	-6
COCc1cc(C)nc2sc(C(=O)Nc3nccs3)c(N)c12	-17	10	-3	9	4	0	4	10	-4
Nc1ccccc1OCCOCCOc1ccccc1N	18	12	5	1	1	1	1	18	-8
Cc1ccc(C)c(NS(=O)(=O)c2c(C)nn(C)c2C)c1	-6	10	-15	2	-2	13	14	6	2
COc1ccc(-n2c(C)cc(C(=O)CSc3nnc(-c4ccoc4C)n3C)c2C)cc1	21	11	-16	8	4	18	7	16	0
COC(=O)C(C)Sc1ccc2nnc(-c3cccc(F)c3)n2n1 (centres undefined)	x	5	0	4	1	0	0	-6	-4
COc1cccc(-c2nc(S(=O)(=O)c3ccccc3)c(N3CCOCC3)o2)c1	-1	12	9	-2	-2	-4	8	16	-4
CCCOC(=O)c1ccc(Oc2cn[nH]c2-c2ccc(OCC)cc2O)cc1	32	8	5	4	3	1	-5	-12	5
COCCn1c(SCCN2CCOCC2)nc2c1c(=O)[nH]c(=O)n2C	-3	7	4	4	0	-9	6	2	-2
Cc1cc(C)nc(-n2nc(C)c3c(C(F)F)cc(C)nc32)n1	5	2	5	11	7	9	-3	5	-3
CCOC(=O)CC1=NC(=O)CS1	10	x	x	7	9	x	x	x	-1
CCC1(COC(=O)Nc2cccc(Cl)c2)COC1	-4	-4	-18	-3	4	-14	2	-12	4
CCC(C)(C)n1nnnc1C(c1cc2ccc(OC)cc2[nH]c1=O)N1CCc2ccccc21 (centres undefined)	7	8	6	5	3	-6	7	12	-1
Cc1cc(NS(=O)(=O)c2ccccc2)c(C)c(Cl)c1O	5	2	2	6	7	-8	2	-5	-4
CCOC(=O)N1CCN(C(=O)c2ccc3c(=O)n4c(nc3c2)CCCCC4)CC1	-6	-2	-3	7	1	-7	0	4	-3
CCOC(=O)c1ccc(N2Cc3ccccc3C2)cc1O	-5	-5	4	-8	-11	-7	5	-7	-4
Cn1c(=O)c2c(nc(SCC(=O)N3CCCc4ccccc43)n2C)n(C)c1=O	-10	-7	10	1	3	8	5	-7	2
CC(NC(=O)c1cccc(N2CCCC2=O)c1)c1ccc2c(c1)OCCO2 (centres undefined)	0	-3	8	4	x	1	0	-1	x
O=c1nc(C(F)(F)F)nc2ccccn12	18	-1	-12	-2	-2	19	7	-25	-2
CCC(=O)Nc1ccc(N2CCN(C(=O)c3ccccc3C)CC2)cc1	8	1	3	2	0	5	6	4	-10
C=C1CC2C=C(NC(C)=O)CC(C1)C2 (centres undefined)	16	2	3	-1	5	13	8	6	-1
CCOC(=O)C1CCN(C=Nc2cc(C)on2)CC1	-7	8	5	-3	-5	-8	9	14	-7
O=C(COc1ccc(S(=O)(=O)N2CCCC2)cc1)NCc1ccco1	7	-3	7	0	x	9	13	-3	x
Nn1c(SCC(=O)Nc2ccc(F)cc2)nnc1-c1ccccn1	-3	-3	0	8	x	-1	3	-17	x
COCC(C)n1c(SCc2ccc(C(=O)OC)o2)nc2ccccc2c1=O (centres undefined)	-2	5	4	0	-6	1	10	3	-1
Cc1cc(NC(=O)COC(=O)c2ccc(S(=O)(=O)N3CCCc4ccccc43)cc2)no1	-2	-3	6	3	2	-1	5	-5	-5
O=C(COC(=O)CSCC(=O)N1CCCCC1)Nc1ccc(Cl)cc1	x	12	1	2	-2	16	-3	-14	-3
COc1cc(S(=O)(=O)N2CCN(Cc3ccccc3)CC2)ccc1Br	18	34	-15	10	7	3	39	44	-1
CCn1c(SCC(=O)N2CCc3ccccc32)nc2c(c1=O)SC(C)C2 (centres undefined)	x	14	-5	-4	1	9	9	-21	0
CCOCCn1c(CN(Cc2ccccc2)Cc2ccccc2)nc2c1c(=O)[nH]c(=O)n2C	x	11	2	6	1	1	6	12	3
O=S(=O)(Nc1nccs1)c1cc(Cl)ccc1Cl	-7	10	3	8	7	8	0	3	4
Cc1occc1C(=O)N1CCN(c2ncccn2)CC1	3	-11	-19	7	5	14	4	1	-1
COc1ccc(C)cc1NC(=O)CSc1nnc(-c2ccco2)n1Cc1ccco1	11	-4	18	2	x	44	1	-25	x

Screening results from PubChem.
